Screens from PubChem.
SUMO HTRF inh: SUMOylation inhibition. P63279. HTRF SUMOylation assay, SAE1/SAE2 + UBC9, in vitro. inhibition, % at 35 µM. 290,000 tested, 0.36% active; in the data active = inhibition above about 50%, passing the limit was not always enough; note: strong numbers were not always called active
Target sequence (P63279 whole entry, looked up): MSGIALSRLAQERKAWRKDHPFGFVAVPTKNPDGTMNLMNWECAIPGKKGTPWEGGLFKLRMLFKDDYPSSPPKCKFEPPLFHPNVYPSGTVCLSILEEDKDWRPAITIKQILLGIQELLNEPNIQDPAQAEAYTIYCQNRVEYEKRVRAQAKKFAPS
FID counter: counter-screen for HCV NS3 helicase inhibitors: DNA intercalator displacement. 290,000 tested, 0.17% active. AID 1845. inhibition, % at 7.9 µM. DNA fluorescent intercalator displacement, fluorescence; in the data active = inhibition above about 37%;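 note: 0% = vehicle and 100% = reference compound; higher means more ethidium bromide displaced from hairpin DNA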
M18AAP inhibitor: PfM18AAP enzyme inhibition. recombinant PfM18AAP, H-Glu-NHMec fluorogenic cleavage. inhibition, % at 7.35 µM. 290,000 tested, 1.2% active. AID 1822;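 active = inhibition above the campaign mean inhibition over all tested compounds plus 3 SD, cut at about 28% in these data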;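 note: 0% = plate median of test compound wells and 100% = 2 mM ZnCl2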
NALP1 yeast inh: blocks the NALP1 inflammasome reconstituted in yeast | inhibition, % at 10 µM | 280,000 tested, 0.61% active | AID 2071 | S. cerevisiae NALP1/ASC/caspase-1 growth, X-gal OD620, 72 h; in the data active = inhibition mostly above about 24%, no sharp cut-off; inactive = mostly below about 32%; note: some compounds called inactive have numbers as strong as hits
VIM-2 inh: blocks Pseudomonas aeruginosa VIM-2 metallo-beta-lactamase | 290,000 tested, 0.89% active | purified VIM-2, nitrocefin hydrolysis, epi-absorbance fluorescence | inhibition, % at 5.6 µM | AID 1527;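 active = inhibition above the mean of all tested compounds plus 3 SD, cutoff set per screening run, cut at about 7.5% in these data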;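 note: red hydrolysis product quenches plate fluorescence so inhibitors raise well fluorescence; 0% = enzyme with DMSO and 100% = DMSO without enzyme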
IMP-1 inhibitor: blocks Pseudomonas aeruginosa IMP-1 metallo-beta-lactamase; purified IMP-1, nitrocefin hydrolysis, epi-absorbance fluorescence; inhibition, % at 5.6 µM; 290,000 tested, 0.45% active;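 active = inhibition above the mean plus 3 SD of all compounds in the same screening run, cut at about 4.5% in these data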;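 note: 0% = IMP-1 with DMSO and 100% = DMSO wells lacking enzyme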
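Test system: recombinant IMP-1 enzyme, purified / Medium: HEPES buffer pH 7.1 with ZnSO4 and Brij 35 / Doses: single dose, 5.6 µM / Times: 25 °C, 15 min preincubation, 25 min reaction / Detection: Epi-absorbance via hydrolysed-nitrocefin quenching of white-plate fluorescence, 480/530 nm, EDTA stop / Evaluation: percent inhibition from optical density relative to buffer-blank wells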
MEKK2mut PB1 HTS: signal of MEK5 binding to mutant human MEKK2 PB1 domain | bead flow cytometry, Alexa488-MEK5 binding to MEKK2 mutant | percent response, % at 10 µM | 290,000 tested, 0.35% active | AID 1530; in the data active = percent response above about 24%, passing the limit was not always enough; note: inactives centre near 1; some results filed as inactive read as strong as hits
MEKK2 WT-MEK5: raises or lowers MEK5 binding to wildtype human MEKK2 PB1 domain | Q9Y2U5 | bead flow cytometry, Alexa488-MEK5 binding to MEKK2 WT; actives lie on both sides | binding response (% of control), % at 10 µM | 290,000 tested, 1.1% active | AID 1531; in the data active = binding response below about 67% or above about 130%
NS3 helicase inh: HCV NS3 helicase inhibition. NS3 helicase DNA unwinding, Cy5 molecular beacon fluorescence. 290,000 tested, 0.56% active. inhibition, % at 10.9 µM;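 active = inhibition above the mean of all tested compounds plus 3 SD, set per campaign, cut at about 35% in these data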;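 note: 0% = DMSO wells and 100% = thioflavine S control wells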
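Assay system – hepatitis C virus NS3 helicase domain fragment enzyme · Buffer or medium – MOPS pH 6.5, MgCl2, DTT, Tween20, BSA · Reagent – Cy5/quencher beacon DNA duplex and ATP to start · Compound – single 10.9 µM dose · Timing – 1 h at 25 °C · Technique – Cy5 beacon fluorescence read at start and 1 h · Measure – % inhibition of unwinding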
* hit, by the source's call; nt = no result given.

Second line of a record – SUMO HTRF inh	FID counter	M18AAP inhibitor	NALP1 yeast inh	VIM-2 inh	IMP-1 inhibitor	MEKK2mut PB1 HTS	MEKK2 WT-MEK5	NS3 helicase inh
CC(C)(C)c1ccc(C(O)CCCN2CCC(C(O)(c3ccccc3)c3ccccc3)CC2)cc1 (centres undefined)
  -35	35	-2	-4	-3.8	-5.0	24*	212*	-81
O=C(O)c1cccc(NC(=O)c2cc(S(=O)(=O)N3CCOCC3)cs2)c1
  22	-2	4	14	-2.2	-2.5	-3	98	3
CCN(CC)c1ccc(/C=C(/C#N)C(=O)NC(C)C)o1
  4	-7	8	5	-5.1	-4.2	-2	93	-2
COc1cccc(NC(=S)N2c3ccccc3CC2C)c1 (centres undefined)
  2	-5	12	13	-1.2	-1.4	-6	95	-6
COc1ccccc1N1CCN(CCC(=O)Nc2ccc(F)cc2)CC1
  3	-4	7	14	-2.5	-1.9	6	110	-2
Cc1cc(C)n2nc(SC(C)C(=O)Nc3ccc(Cl)cn3)nc2n1 (centres undefined)
  13	1	3	8	-7.1	-4.0	-1	103	3
CC(NC(c1ccccc1)c1ccccc1)C(=O)N1CCCc2ccccc21 (centres undefined)
  -44	-25	-2	19	-1.1	-1.9	-2	103	-6
Cc1cccc2cc(CN(Cc3cccs3)S(=O)(=O)c3ccc4c(c3)OCCO4)c(=O)[nH]c12
  4	-3	1	-4	-1.4	-2.3	0	103	-3
CC(=O)Nc1ccc(C(=O)N2CCCC2)cc1
  -3	0	3	19	-4.6	-1.8	5	109	-3
O=C(/C=C/c1ccc2c(c1)OCO2)c1ccco1
  6	2	11	41	-2.1	-0.9	18	107	-2
CCOC(=O)c1cc(-c2ccccc2)sc1NC(=O)CSc1nnnn1C
  9	-6	-5	-8	-2.2	-2.5	1	101	6
Cc1noc(C)c1S(=O)(=O)N(CC(=O)NC1CCC(C)CC1)c1ccc(C(C)C)cc1 (centres undefined)
  -1	-18	-1	-6	-3.2	-1.6	3	94	25
CCC(=O)NN1CCc2cc3ccc(C)cc3nc21
  17	-3	0	25	-1.8	-1.8	2	103	6
COc1ccc(C(=O)NCCC(=O)NCc2cc(=O)n(C)c(=O)n2C)cc1
  7	-5	-3	-1	-0.8	-1.2	2	101	5
O=C(NC(Cc1ccccc1)C(=O)O)/C(=C\c1ccco1)NC(=O)c1ccccc1Br (centres undefined)
  6	-25	1	7	-3.3	-1.1	-1	100	17
O=C(O)c1ccc2c(c1)C(=O)N(c1ccc(Nc3ccccc3)cc1)C2=O
  17	-18	0	-3	-2.0	-1.7	3	105	23
CC(C)Cc1nnc(NC(=O)CC(=O)Nc2ccccc2C(=O)O)s1
  21	-20	8	10	-6.3	-3.7	3	99	4
Cc1cnc(=O)[nH]c1SCc1cccc([N+](=O)[O-])c1
  12	1	4	32	3.4	-1.5	-5	97	-9
O=C(/C=C/c1ccc([N+](=O)[O-])cc1)NCc1cccs1
  6	9	-9	29	1.3	-0.7	-2	104	-2
Cc1ccc(Cn2c(Sc3ncccn3)nc3c2c(=O)[nH]c(=O)n3C)cc1
  4	1	-8	15	-0.8	-3.9	2	104	0
CS(=O)(=O)N1CCCC(c2nc(-c3ccc(S(=O)(=O)NCc4ccccc4)cc3)no2)C1 (centres undefined)
  11	-15	-9	-1	1.7	0.2	3	98	-10
Cc1ccc(S(=O)(=O)Cn2nnnc2C(CC(C)C)N2CCN(C)CC2)cc1 (centres undefined)
  15	32	-17	12	1.3	-1.2	-9	94	-10
CN(C(=O)c1cccc(Cl)c1)C1CCCN(Cc2ccccc2F)C1 (centres undefined)
  8	-9	5	17	-2.6	-2.2	7	109	-3
O=C1c2ccccc2C(O)N1Cc1ccccc1Cl (centres undefined)
  14	-5	-1	17	-0.1	-3.3	16	118	18
CC(Oc1ccc(C(=O)NC2CCCCC2)cc1)C(=O)O (centres undefined)
  -1	-2	-1	-8	-1.1	-2.6	4	99	5
CC1CC(NNC(=O)c2ccccc2)=Nc2ccccc2N1C (centres undefined)
  -7	-8	2	7	-3.2	-4.2	-3	101	0
Cc1ccc(S(=O)(=O)Nc2c(C)nc3nc[nH]n3c2=O)c(C)c1
  -8	7	4	-22	-2.1	-2.5	-9	89	3
Cc1ccc(CN2CCN(CC(=O)NC(C)CCc3ccccc3)C2=O)cc1 (centres undefined)
  -22	-35	5	-6	-6.9	-3.0	10	100	12
Cc1nn(CC(=O)N2CCC(C(N)=O)CC2)c(=O)c2nn(-c3ccccc3)c(C)c12
  12	-1	-11	33	0.7	0.5	-1	98	6
O=C(CSCc1n[nH]c(=O)[nH]1)NCCOc1cccc(Oc2ccccc2)c1
  10	-13	-2	8	-4.8	0.0	0	100	-1

2 of the compounds above, with tabs:
compound	SUMO HTRF inh	FID counter	M18AAP inhibitor	NALP1 yeast inh	VIM-2 inh	IMP-1 inhibitor	MEKK2mut PB1 HTS	MEKK2 WT-MEK5	NS3 helicase inh
CCN(CC)c1ccc(/C=C(/C#N)C(=O)NC(C)C)o1	4	-7	8	5	-5.1	-4.2	-2	93	-2
COc1cccc(NC(=S)N2c3ccccc3CC2C)c1 (centres undefined)	2	-5	12	13	-1.2	-1.4	-6	95	-6

(more compounds)
Second line of a record – SUMO HTRF inh	FID counter	M18AAP inhibitor	NALP1 yeast inh	VIM-2 inh	IMP-1 inhibitor	MEKK2mut PB1 HTS	MEKK2 WT-MEK5	NS3 helicase inh
COC(=O)c1ccc(CSc2cc(C)c3cccc(C)c3n2)o1
  14	6	-15	9	2.3	-0.7	-5	97	-5
Cc1cc(-c2csc(N)n2)c(C)n1C
  27	3	14	-8	-1.2	-3.6	9	102	2
COc1ccc(N2CCN(C(=O)[C@H](Cc3c[nH]c4ccccc34)NC(C)=O)CC2)cc1
  16	-22	-4	22	-3.0	-2.7	-2	99	1
CCOC(=O)c1ccc(-n2c(CN3CCN(CC)CC3)nc3ccc([N+](=O)[O-])cc3c2=O)cc1
  4	-1	1	19	-3.8	-3.3	2	100	3
S=C1NCN(Cc2cccnc2)CN1c1cccc(Cl)c1
  -13	-5	-1	5	0.5	-0.6	-5	98	0
CCOc1ccc(-c2cc(C(=O)NCCCN3CCN(CC)CC3)c3ccccc3n2)cc1
  46	33	-3	31*	3.3	-2.3	12	126	-61
O=C(Nc1ccc2ccccc2n1)Nc1cccs1
  12	-4	1	nt	-2.3	-3.1	-24	96	5
CCOC(=O)C1=C(CSc2nc(-c3ccccc3)ccc2C#N)OC(N)=C(C#N)C1c1ccccc1 (centres undefined)
  24	-21	-3	6	-3.8	-1.0	12	98	16
CCCOc1ccc(OCCSc2nnc(N)s2)cc1
  5	-9	2	-16	-3.6	3.0	3	99	1
Cc1cc2c(cc1C)NC(=O)CC(C(F)(F)C(F)(F)C(F)(F)F)=N2
  -26	-6	1	5	-4.3	0.0	-4	97	-4
COC(=O)c1sc(NC(=O)COc2ccccc2)nc1C
  0	-8	1	-7	-1.7	-3.6	nt	nt	-1
C[C@H](Nc1ccc(C(F)(F)F)cc1[N+](=O)[O-])C(=O)O
  9	-2	0	-17	-1.9	-2.6	5	99	7
COC(=O)CCc1c(C)c(C(=O)c2cccc(OC)c2OC)c2ccccn12
  -6	-28	1	4	-2.5	-5.4	5	106	-5
O=C(Oc1csc(=S)n1C(=O)c1ccccc1)c1ccccc1
  13	2	7	9	0.5	-4.0	4	98	-11
COc1cc2[nH]c(C(=O)N(C)C3CCS(=O)(=O)C3)cc2c(OC)c1OC (centres undefined)
  13	-15	3	-14	-0.1	-3.0	7	107	1
O=C(Nc1ccccc1-c1ccccc1)C1CCCC1
  7	-4	-3	-15	-2.3	-1.6	-12	79	-9
COc1cc(/C=C/C(=O)O)cc(S(=O)(=O)Nc2ccc3c(c2)CCC3)c1OC
  5	-28	0	6	-0.9	-0.9	0	104	-8
COc1ccc(C)cc1NC(=O)c1ccc(N(C)S(C)(=O)=O)cc1
  12	-14	15	-15	0.3	-1.0	5	112	4
CCc1ccccc1N1C(=O)C2CC(C)=C(C)CC2C1=O (centres undefined)
  27	-5	-9	6	-3.2	-2.0	4	106	-8
Cc1ccc(S(=O)(=O)CCSc2cccc(C(=O)Nc3ccccc3C(=O)O)c2)cc1
  -4	-16	-6	1	-0.9	-2.9	2	110	30
CC(=O)c1ccc(NC2=C(N3CCOCC3)C(=O)c3ccccc3C2=O)cc1
  9	2	12	4	3.0	-0.8	-1	98	-8
S=C(c1c[nH]c2ccc(Br)cc12)N1CCOCC1
  -28	1	7	-27	-3.8	-1.9	nt	nt	-10
COc1ccc(NC(=O)C2CCN(S(=O)(=O)c3ccc(OC)c(OC)c3)CC2)c(OC)c1
  8	-25	-5	-3	-0.3	-1.7	6	108	-1
O=C(Cn1cccc1C(=O)c1ccccc1)NCCc1ccccc1
  0	-37	2	19	2.2	-2.1	2	105	6
CCN(CC)C(=O)C1CCCN(C(=O)Nc2ccccc2)C1 (centres undefined)
  10	-5	0	11	-0.1	-0.2	2	100	13
COc1ccc(N/C=C/C(=O)c2cc(OC)c(OC)c(OC)c2)cc1
  0	-25	1	10	-0.6	-4.1	5	107	1
CC1(C)Cc2c(c(-c3ccco3)nc3sc4c(NCCCO)ncnc4c23)CO1
  19	-6	-24	nt	1.3	9.3*	-37	67	60*
COc1ccccc1CSc1nc2ccccc2[nH]1
  2	-4	3	43	-9.8	-2.6	3	103	0
CCOC(=O)N1CCN(S(=O)(=O)c2ccc(OC)c(Br)c2)CC1
  -1	-24	5	7	-2.7	-2.3	8	109	10
Cc1c(NC(=O)CN2C(=O)NC3(CCC(C)CC3)C2=O)c(=O)n(-c2ccccc2)n1C (centres undefined)
  20	-8	2	7	-2.3	-3.0	-2	110	5

The results go on.
Second line of a record – SUMO HTRF inh	FID counter	M18AAP inhibitor	NALP1 yeast inh	VIM-2 inh	IMP-1 inhibitor	MEKK2mut PB1 HTS	MEKK2 WT-MEK5	NS3 helicase inh
CCn1c(-c2csc(-c3ccc(Cl)cc3)n2)n[nH]c1=S
  6	0	0	-23	-4.8	-4.0	nt	nt	-14
CN(C)S(=O)(=O)c1ccc(Cl)c(NC(=O)COC(=O)C2CSC3(C)CCC(=O)N23)c1 (centres undefined)
  -1	-7	2	28	-2.2	-3.6	-2	93	3
Cc1cc(C)nc(SCC(=O)Nc2cc(C)on2)n1
  9	-3	4	16	-2.2	-2.5	-2	98	1
Cc1cc2nnc(SC(C)C#N)n2c2ccccc12 (centres undefined)
  2	-7	-8	-2	7.4	-0.7	4	111	-2
CCc1ccc(CNC(=O)c2ccc(OC3CCN(C(C)=O)CC3)c(OC)c2)nc1
  -4	-32	1	9	-3.3	-0.2	-5	101	3
CCn1c(NC(=O)c2cccs2)c(-c2cccs2)c(=O)c2ccccc21
  4	-7	-7	2	-1.7	-0.7	-1	97	17
Cc1ccc(C)c(Nc2ncccc2C(=O)NCc2cccs2)c1
  6	-12	-10	6	0.3	-3.0	-2	93	-19

Shown as a hit in NS3 helicase inh (from the list above):
SMILES	SUMO HTRF inh	M18AAP inhibitor	NALP1 yeast inh	VIM-2 inh	IMP-1 inhibitor	MEKK2mut PB1 HTS	MEKK2 WT-MEK5	NS3 helicase inh
CC1(C)Cc2c(c(-c3ccco3)nc3sc4c(NCCCO)ncnc4c23)CO1	19	-24	nt	1.3	9.3*	-37	67	60*

An unsorted share of the library; overall some 4.7% were active at least once.
